# hcDAF12 agonist: H. contortus DAF-12 nuclear receptor activators, primary screen, cell-based, luminescence, HEK293, lit1-tk-luc reporter; activation, % at 6.8 µM; HEK293 hcDAF-12 lit1-tk-luc reporter; 0% DMSO, 100% Δ7-dafachronic acid; AID 652067, 2013; hit rate 1.4% among 370,000;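 active = activation above the mean of all tested compounds plus 3 SD, cut at about 5.5% in these data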;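 also: 100% = response to 3 µM Δ7-dafachronic acid high control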
# GC-A act: GC-A stimulated cGMP production enhancers – HEK293 GC-A cells, cGMP TR-FRET, EC30 ANP, primary screen; Atrial natriuretic peptide receptor 1 (Homo sapiens), P16066; 0% at EC30 ANP, 100% saturating ANP; activation, % at 10 µM; hit rate 0.14% among 370,000; AID 1671463, 2021; in the data active = activation above about 40%
# Target sequence (P16066 whole entry, looked up): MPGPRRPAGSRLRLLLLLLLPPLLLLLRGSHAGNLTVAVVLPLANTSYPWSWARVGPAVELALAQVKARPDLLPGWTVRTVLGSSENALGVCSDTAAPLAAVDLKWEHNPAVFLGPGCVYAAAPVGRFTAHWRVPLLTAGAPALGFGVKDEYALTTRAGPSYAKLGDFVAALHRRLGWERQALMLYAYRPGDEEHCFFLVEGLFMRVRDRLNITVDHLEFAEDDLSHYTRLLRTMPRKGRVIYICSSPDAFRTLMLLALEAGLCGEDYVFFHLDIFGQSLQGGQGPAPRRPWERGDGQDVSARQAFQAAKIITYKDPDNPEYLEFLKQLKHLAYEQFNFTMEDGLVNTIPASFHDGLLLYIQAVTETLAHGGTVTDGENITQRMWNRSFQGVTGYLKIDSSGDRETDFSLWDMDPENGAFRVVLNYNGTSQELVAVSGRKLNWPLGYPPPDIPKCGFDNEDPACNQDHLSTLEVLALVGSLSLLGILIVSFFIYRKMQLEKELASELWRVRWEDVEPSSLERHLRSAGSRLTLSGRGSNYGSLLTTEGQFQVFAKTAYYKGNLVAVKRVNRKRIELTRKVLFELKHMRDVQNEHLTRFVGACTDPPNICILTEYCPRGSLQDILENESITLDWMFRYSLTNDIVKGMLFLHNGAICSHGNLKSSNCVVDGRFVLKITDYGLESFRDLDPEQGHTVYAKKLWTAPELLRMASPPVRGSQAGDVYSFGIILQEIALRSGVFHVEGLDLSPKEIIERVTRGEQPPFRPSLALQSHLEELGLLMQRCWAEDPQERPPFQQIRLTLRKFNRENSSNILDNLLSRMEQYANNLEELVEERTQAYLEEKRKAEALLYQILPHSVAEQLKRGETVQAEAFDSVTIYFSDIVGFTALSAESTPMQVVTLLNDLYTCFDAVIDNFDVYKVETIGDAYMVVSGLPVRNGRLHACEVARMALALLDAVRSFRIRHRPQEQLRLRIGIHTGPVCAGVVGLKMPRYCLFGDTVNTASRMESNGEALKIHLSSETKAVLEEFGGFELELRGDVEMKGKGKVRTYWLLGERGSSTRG
# ADAM10 inh: human ADAM10 inhibitors, primary screen, biochemical, QFRET, HTS; recombinant ADAM10, EDANS/DABCYL FRET peptide cleavage, 3 h; hit rate 0.62% among 370,000; inhibition, % at 7 µM; AID 720582, 2013; Disintegrin and metalloproteinase domain-containing protein 10 (Homo sapiens), O14672;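 active = inhibition above a per-campaign cutoff equal to the mean of compounds falling between control-based bounds plus 3 SD, cut at about 20% in these data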;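 also: 0% = DMSO wells while the 100% control is not disclosed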
# GC-B act: human GC-B receptor activators, primary screen, HEK293 GC-B cells, cGMP TR-FRET, EC30 CNP. activation, % at 10 µM. Atrial natriuretic peptide receptor 2 (Homo sapiens), P20594. 0% at EC30 CNP, 100% saturating CNP. AID 1920062, 2024. hit rate 0.11% among 370,000;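 active = activation at 10 µM reaching about 35% in either raw or pattern-adjusted values, limit read from the data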
# SMARCA2 act: SMARCA2 (BRM) function activators, primary screen, cell-based, luminescence, high throughput | activation, % at 9.1 µM | MG213 cells, MMTV-luciferase reporter, dexamethasone, overnight | hit rate 1% among 370,000; in the data active = activation above about 7.8%;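 also: 0% = vehicle wells and 100% = reference activator wells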
# DAX1 inh-1: DAX1 (NR0B1) inhibitors on StAR promoter, primary screen, cell-based, luminescence, SF-1 (NR5A1), full-length DAX-1; HEK293T StAR-luciferase reporter, SF-1/DAX-1 repression relief; inhibition, % at 6.8 µM; hit rate 1.1% among 370,000; AID 652010, 2013;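 active = inhibition above the mean over all tested compounds plus 3 SD, cut at about 3.6% in these data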;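 also: 0% = DAX-1 cells with DMSO and 100% = cells lacking DAX-1 with DMSO; higher inhibition means more luminescence from relief of DAX-1 repression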
# GAA850 FXN act: FXN promoter activators, primary screen, cell-based, luciferase luminescence, HEK293 lucGAA850; hit rate 0.56% among 360,000; activation, % at 6 µM; HEK293 lucGAA850 FXN promoter luciferase reporter, 24 h; percent of 10 µM SAHA response;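 active = activation above the average of all compounds screened plus 3 SD, cutoff fixed separately per campaign, cut at about 7.5% in these data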;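 also: 0% = DMSO wells and 100% = 10 µM SAHA wells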
# sPLA2-III inh: human group III sPLA2 inhibitors, primary screen, biochemical, QFRET, BODIPY PC-A2 liposome substrate | hit rate 0.56% among 370,000 | QFRET BODIPY PC-A2 liposome hydrolysis, fluorescence | inhibition, % at 12.2 µM | Group 3 secretory phospholipase A2 (Homo sapiens), Q9NZ20 | AID 743126, 2013;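 active = inhibition above mean plus 3 SD of compounds lying within the high and low control bounds, cut at about 19% in these data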;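 also: 0% = median of test compound wells and 100% = no enzyme DMSO wells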
# ssDAF12 agonist: S. stercoralis DAF-12 nuclear receptor activators, primary screen, cell-based, luminescence, HEK293, GRIP1 co-expression, lit1-tk-luc | Nuclear hormone receptor DAF-12 (Strongyloides stercoralis) | HEK293 ssDAF-12/GRIP1 lit1-tk-luc reporter; % of 3 µM dafachronic acid response | activation, % at 6.8 µM | hit rate 1% among 370,000 | AID 652126, 2013;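 active = activation above the mean over all tested compounds plus 3 SD, cut at about 0.9% in these data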;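 also: 0% = DMSO-only wells and 100% = 3 µM delta7-dafachronic acid wells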
# DAX1 inh-2: DAX1 (NR0B1) inhibitors, primary screen, cell-based, HEK293, Gal4-DAX1, luciferase luminescence; hit rate 0.99% among 340,000; inhibition, % at 6.75 µM; AID 504766, 2011; HEK293 Gal4-DAX1 luciferase reporter;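 active = inhibition above the mean over all tested compounds plus 3 SD, cut at about 4.2% in these data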;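 also: 0% = DAX1-transfected cells with DMSO and 100% = empty-vector control cells with DMSO; inhibition shows as a rise in luminescence from relieved DAX1 repression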
# hgDAF-12 ag: H. glycines DAF-12 receptor agonists, primary screen, cell-based, luminescence, HEK293, GAL4 fusion, UAS-luciferase; AID 687014, 2013; hit rate 1.8% among 370,000; activation, % at 6.8 µM; HEK293 GAL4-hgDAF12 UAS-luciferase reporter, agonist luminescence; normalized to butyrate control; Nuclear hormone receptor DAF-12 (Heterodera glycines), GAL4 fusion;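 active = activation above a cutoff set at the mean of all screened compounds plus 3 SD, cut at about 10% in these data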;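 also: 0% = DMSO wells and 100% = sodium butyrate wells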
# Starred values were filed as active, the others as inactive; x = no result given.
SMILES,hcDAF12 agonist,GC-A act,ADAM10 inh,GC-B act,SMARCA2 act,DAX1 inh-1,GAA850 FXN act,sPLA2-III inh,ssDAF12 agonist,DAX1 inh-2,hgDAF-12 ag
Cc1ccccc1NC(=S)N1CCN(c2ccccc2Cl)CC1,0.9,-6,0,1,-1,0.1,-0.1,9,-0.8,0.5,-2.9
CC(=O)Nc1ccc(C(=O)CN2C(=O)NC3(CCCCCC3)C2=O)c(F)c1,-0.7,1,0,2,3,-1.5,0.1,-7,-1.0,-1.0,-3.7
CCNC(=O)c1cc2c(c(-c3cccc(-c4ccccc4F)c3)n1)[C@@H](CCO)N(C(=O)CC)C2,0.0,3,-3,2,5,-0.5,x,-9,-1.2,x,-3.2
C/C(=N\NC(=O)c1cccc(S(=O)(=O)N2CCCC2)c1)c1ccccc1F,-1.4,2,-1,1,-1,1.2,2.6,4,-1.3,0.9,-0.7
CC(=O)OCCCN1CCC2(CCCCC2)C1=O,-2.6,2,0,-4,-3,-0.7,x,6,-1.2,x,-1.4
Cc1cc(C(=O)CSc2ncn[nH]2)c(C)n1-c1cccc(S(=O)(=O)N2CCOCC2)c1,-2.4,1,6,-5,0,-0.3,1.5,-17,-1.6,-0.8,1.1
CCOc1ccc(C(=O)Nc2cccc(C(=O)O)c2)cc1Cl,3.8,0,-2,6,2,2.3,-0.3,0,0.1,-8.4,7.0
O=C1[C@@H]2[C@H]3CC[C@H](C3)[C@@H]2C(=O)N1O,-2.9,4,5,3,0,0.0,0.3,0,0.4,-0.7,-1.6
CC(=O)Nc1cc(-c2ccc(C(=O)N3CCOCC3)cc2)cn2c(-c3ccccc3)cnc12,-1.8,6,-65,4,-3,-2.1,4.4,-4,-1.3,x,-5.2
CCOC(=O)c1oc2cc(O)c(CC)cc2c(=O)c1-c1ccc2c(c1)OCCO2,-2.6,1,-4,-5,-3,-1.1,-0.1,-5,-1.1,0.2,-1.1
O=C(NCc1cccs1)C1C(=O)Nc2ccccc2C(=O)N1Cc1ccccc1 (stereo not given),-1.8,-5,-38,0,1,0.8,x,16,-1.4,x,-2.2
CC1(NC(=O)Nc2cccc(Br)c2)CCS(=O)(=O)C1 (stereo not given),-1.1,-2,1,1,-2,-0.4,-1.8,-3,-0.4,5.2*,-0.8
Cc1ccc(S(=O)(=O)NCC(=O)N2CCCC2)cc1,-0.7,0,-2,5,-4,-0.1,4.6,9,-1.1,-0.4,-1.0
COc1ccc(/C=N/NC(=O)c2cccc(O)c2)cc1Cn1nc(C)c([N+](=O)[O-])c1C,-1.6,-5,2,-10,-1,-0.9,0.7,-19,-2.0,0.3,9.2
CCOC(=O)N1CCC(NC(=O)c2cc(S(=O)(=O)N3CCC4(CC3)OCCO4)ccc2F)CC1,-0.6,1,-31,3,-5,-1.7,-1.4,5,-2.2,-0.7,-3.5
O=C(CCNC(=O)c1ccccc1)NNC(=O)c1ccc(F)cc1,0.2,2,4,3,-2,0.3,-0.1,2,-0.9,-0.4,-2.6
CSCCC(NC(=O)COc1ccccc1)C(=O)OCc1ccc(Cl)cc1 (stereo not given),2.7,5,-4,5,0,-0.7,-1.4,-11,-0.6,1.1,1.6
CCOC(=O)c1sc(NC(=O)c2ccco2)nc1-c1ccccc1,1.5,0,-5,-4,7.9*,0.9,0.1,-4,-1.5,-0.4,0.9
C/C=N/NC(=O)c1cc(Br)ccc1O,1.9,2,-53,1,-3,0.2,-0.8,18,-0.6,-0.2,1.8
COc1cccc(CNC(=O)C2CCCN(S(=O)(=O)c3cnc[nH]3)C2)c1 (stereo not given),-1.2,-1,4,-9,0,0.5,1.1,0,-1.3,3.6,1.2
O=C(Nc1ccon1)c1sc2cc(F)ccc2c1Cl,3.8,3,-3,0,5,1.0,3.1,3,-0.2,3.5,5.1
O=c1ccc(-c2ccc(S(=O)(=O)N3CCN(c4cccc(Cl)c4)CC3)o2)n[nH]1,-0.3,-5,7,-4,-2,-0.2,0.0,1,-0.5,1.4,-1.2
COc1ccc(S(=O)(=O)NCCc2nnc3ccc(SCC(=O)Nc4nc(C)cs4)nn23)cc1,-2.7,1,2,5,-1,0.1,0.3,-5,-1.1,-1.3,0.9
NC(=S)N/N=C/c1coc2c(ccc3ccccc32)c1=O,5.3,-1,-1,-1,13*,0.2,5.3,-19,0.7,3.2,4.9
C=CCn1c(COc2ccc(C)cc2)nnc1SCC(=O)c1ccc(-c2ccccc2)cc1,-1.5,-4,8,-2,-5,-1.7,x,-16,-1.3,x,2.2
# (further entries)
SMILES,hcDAF12 agonist,GC-A act,ADAM10 inh,GC-B act,SMARCA2 act,DAX1 inh-1,GAA850 FXN act,sPLA2-III inh,ssDAF12 agonist,DAX1 inh-2,hgDAF-12 ag
NC1=C(c2ccccc2)C(=O)NC1=O,1.0,-3,-9,5,-3,0.0,-0.7,3,-0.3,0.9,-1.6
COc1cccc(-c2nc(CS(=O)(=O)CC(=O)NC3CCCC3)c(C)o2)c1,-0.2,0,-1,1,-2,-0.3,0.8,0,-0.6,-0.8,0.1
CC(C)CC(OC(=O)c1nsc(Cl)c1Cl)C(=O)NCC1CCCO1 (stereo not given),-0.8,-4,-4,-2,-4,-0.2,-2.3,10,-1.1,0.6,-1.8
O=C(Cc1c[nH]c2ccccc12)NC1(C(=O)NC2CCCC2)CCCCC1,2.7,-1,-10,0,-3,-0.2,0.3,-33,-0.4,-0.8,1.1
COC(=O)N(NC(=O)C(O)(c1ccccc1)c1ccccc1)c1ccc(C)cc1,-2.1,-11,-5,-9,-2,-0.8,-0.6,11,-1.3,-0.3,-1.6
O=C(NCCN1CCOCC1)c1cccc(S(=O)(=O)NCc2ccccc2)c1,0.5,1,-11,1,-1,0.6,1.9,9,-1.2,1.4,-1.4
CN(/C=C/C(=O)C(F)(F)F)Cc1ccccc1,-1.0,-3,0,2,-1,0.4,0.0,1,-0.7,0.5,-0.9
COc1ccc(N=Cc2c(O)ccc3ccccc23)cc1,-0.9,-2,15,-1,-4,-0.2,-0.1,8,-0.3,1.3,-0.2
CC(=O)Nc1cnc2ccccc2n1,0.8,0,-32,3,1,-0.2,-1.0,4,-0.1,-0.7,2.8
CC1=C(C(=O)NCc2ccccc2)C(c2cccnc2)n2ncnc2N1 (stereo not given),-1.6,12,-2,0,3,-0.2,-1.3,-3,-1.0,0.9,1.1
Cc1[nH]oc(=O)c1N=Nc1c(Cl)cccc1Cl,3.6,1,-2,-2,-3,-0.5,4.4,6,-0.9,0.0,0.9
Cc1cccc(C(=O)N/N=C/c2ccoc2)c1,-0.8,1,-2,-1,6,0.7,3.8,-2,-1.0,-0.1,3.5
CCOC(=O)c1c(N)nn(C(=O)C(C)C)c1-c1ccc(OC)cc1,-1.7,-4,13,0,2,-0.6,0.6,-3,-1.0,0.4,-0.1
COc1ccccc1OCCSc1nnc(C)n1-c1ccccc1,-0.5,-5,-10,-3,-2,0.7,-0.1,3,-1.2,-1.0,-2.4
O=C(CCC(=O)N(CC(=O)NC1CCCC1)Cc1ccccc1Cl)Nc1nccs1,-0.2,-5,-9,0,-5,-0.6,0.3,2,-1.2,-0.2,0.3
CCOC(=O)c1ccc(Nc2ccc(C(C)=O)cc2)cc1,7.7*,0,-88,-5,4,9.0*,x,-4,1.3*,x,21*
CC(=O)c1c(N2CCOCC2)nc(=S)n(Cc2ccccc2)c1C,-1.3,7,-7,6,1,0.2,0.4,2,-1.1,0.0,0.9
COc1ccc(C(=O)NC(=S)Nc2ccc3[nH]c(=O)[nH]c3c2)cc1Br,-1.9,0,-19,2,-2,-1.3,-2.2,9,-1.6,1.1,0.5
Cc1cc(C)n(C(=O)C(C)n2nc([N+](=O)[O-])c(Br)c2C)n1 (stereo not given),0.8,3,6,-1,3,0.2,1.1,0,-0.4,1.1,2.5
CCN1C(=O)C(CC(=O)Nc2ccc(F)cc2)N(CCc2ccc(OC)cc2)C1=S (stereo not given),2.0,0,8,-4,-3,0.1,1.5,-28,-0.2,-1.2,-3.4
O=C(Nc1c[nH]c(=O)[nH]c1=O)c1cccc(F)c1,0.3,2,-17,1,-2,-0.4,0.5,10,-1.7,1.1,-1.2
N#Cc1ccc(S(=O)(=O)N2CCN(C(=O)c3cn(-c4ccccc4)nc3-c3cccnc3)CC2)cc1,-0.1,-3,-11,-4,-2,-0.8,-0.8,5,-1.6,0.4,5.1
O=C(Nc1sc2c(c1C(=O)O)CCC2)C(=O)N1CCOCC1,3.2,4,-11,1,0,0.3,-2.0,2,-0.5,-0.2,-2.3
CCCCc1ccc(NC(=S)N2CCN(c3ccccn3)CC2)cc1,-3.0,2,0,3,-1,-0.7,3.2,6,-1.9,-1.5,0.7
Clc1ccc(-n2cccc2/C=N/n2cnnc2)cc1,-1.9,2,-4,5,1,0.1,2.6,0,-1.1,-0.1,-2.3
# (listing goes on)
SMILES,hcDAF12 agonist,GC-A act,ADAM10 inh,GC-B act,SMARCA2 act,DAX1 inh-1,GAA850 FXN act,sPLA2-III inh,ssDAF12 agonist,DAX1 inh-2,hgDAF-12 ag
CCN(C[C@H]1N[C@@](CC)(C(=O)OC)[C@H]2C(=O)N(Cc3ccccc3)C(=O)[C@@H]12)C(=O)Nc1ccc(C)cc1,0.0,-1,-17,3,-3,0.7,14*,12,-1.0,2.1,1.6
O=C(N=C1SC2CS(=O)(=O)CC2N1c1ccccc1)c1cccc([N+](=O)[O-])c1 (stereo not given),1.9,-3,-8,-1,-2,0.9,2.6,2,-1.2,-0.3,6.4
COc1cc2c(cc1OC)CN(C(=O)C1CCCN1S(=O)(=O)c1ccc(C)cc1)CC2 (stereo not given),-0.9,5,-38,1,-2,-0.8,-0.8,13,-1.2,1.3,-1.6
O=C1CC(NCc2ccc(F)cc2)C(=O)N1c1ccccc1 (stereo not given),-1.2,4,-4,5,-4,-0.8,-0.4,6,-1.4,0.6,5.3
CSc1ccc(CNc2ccc(C)cc2)cc1,1.2,4,5,1,4,0.2,2.1,22*,-0.8,-0.6,6.3
CC1CCCC(C)N1/N=C/c1ccc(O)c(O)c1 (stereo not given),-0.1,2,-6,2,0,0.4,0.2,0,-0.7,1.2,-0.6
COC(=O)CSc1nc(C)cc(C)n1,-0.2,0,-6,10,-3,-0.8,-0.6,8,-1.1,-0.6,1.7
Cc1ccc2c(CN3CC(C)CC(C)C3)cc(=O)oc2c1 (stereo not given),-0.4,0,-2,-4,-3,0.4,1.3,10,-0.7,0.3,-1.5

# Screens (PubChem)
